aGlu spleen mod: inhibits or activates alpha-glucosidase in human spleen homogenate; 240,000 compounds, 0.006% hits; human spleen homogenate, 4-MU-alpha-glucoside fluorescence; Potency, µM (series often up to 79.9 µM), for the others: top-dose activity change, negative = inhibition, actives largely listed as inhibitors;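 note: 0% = enzyme with vehicle and -100% = no enzyme basal signal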
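Human spleen homogenate (1 ug) with 4-methylumbelliferyl-alpha-D-glucopyranoside (1 mM final) in 50 mM citrate/phosphate pH 5.0, 0.01% Tween-20; 40 min at 37 C. Stopped at pH 10; 4-MU fluorescence Ex 365/Em 440 nm; AC50 by Hill fit.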
Tau fibril FP: inhibitors of human tau fibril formation; P10636; K18 P301L tau heparin fibrillization, Alexa594 FP, 6 h; Potency, µM (top dose mostly 57.7 µM), inactives show at the top dose activity, negative = inhibition, most hits filed as inhibitors; 280,000 compounds, 0.39% hits; note: % is set by controls: 0 for no effect and ±100 for the full control effect; nearly all actives have a fitted effect of over 55% in size
Target sequence (P10636 561-689 P618L limits assumed): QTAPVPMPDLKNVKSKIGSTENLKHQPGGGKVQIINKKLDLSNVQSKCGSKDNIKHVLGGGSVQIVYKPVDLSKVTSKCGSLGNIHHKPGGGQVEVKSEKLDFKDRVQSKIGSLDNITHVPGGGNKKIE
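Human K18 P301L fragment (15 uM unlabeled plus 0.24 uM Alexa 594-labeled) in 100 mM sodium acetate pH 7 with compound, aggregation induced by 20 uM heparin for 6 hr at 37 C. ThT (30 uM) added for 1 hr, then Alexa 594 FP read.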
Tau fluor counter: counter-screen for tau fibril formation inhibitors. 280,000 compounds, 0.93% hits. tau K18 P301L Alexa594 fluorescence, heparin fibrillization. Potency, µM (titrated, usually from 57.7 µM), for inactives: at the highest dose activity change, negative = decrease. AID 1463; note: % is set by controls: 0 for no effect and ±100 for the full control effect; nearly all actives have a fitted effect of over 55% in size
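Human tau K18 P301L (15 uM unlabeled, 0.24 uM Alexa 594-labeled) in 100 mM sodium acetate pH 7 with 20 uM heparin, 6 hr at 37 C. ThT 30 uM added, 1 hr ambient; Alexa 594 FP and total fluorescence read at 555/632 nm.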
GAA glycogen: alters human alpha-glucosidase cleavage of glycogen; P10253; recombinant GAA, glycogen substrate, Amplex Red glucose oxidase fluorescence; Potency, µM (series often up to 76.4 µM), for inactives: at the top dose activity change, negative = inhibition, usual class: inhibitors; 300,000 compounds, 0.38% hits; AID 2100;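 note: 0% = full enzyme reaction and -100% = no-enzyme basal signal; the screen sought inhibitors and activators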
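Natural-substrate format: glycogen cleavage by 4 nM human enzyme, glucose read by Amplex Red coupling (Ex 573, Em 610 nm). Normalized to enzyme and no-enzyme controls.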
GAA inhib: inhibitors of human lysosomal alpha-glucosidase; purified human GAA, 4-MU-alpha-glucoside fluorescence; Potency, µM (doses to about 76.9 µM), inactives show at the top dose activity change, negative = inhibition, hits mostly inhibitors; 200,000 compounds, 0.005% hits;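 note: plate controls were uninhibited enzyme wells for no effect and no-enzyme background for full effect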
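Read-out is 4-methylumbelliferone fluorescence (Ex 365/Em 440 nm) after NaOH/glycine stop at pH 10. Enzyme 4 nM, substrate 400 uM, pH 5.0 citrate buffer, 20 min room temperature; AC50 from Hill-equation concentration-response.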
Tau ThT inhib: blocks human tau fibril formation measured by thioflavin T; P10636; recombinant tau K18 P301L (four-repeat tau fragment), heparin-induced fibrillization, ThT fluorescence; Potency, µM (titrated, usually from 57.4 µM), for the others: at the top dose activity, negative = inhibition, hits mostly inhibitors; 270,000 compounds, 2.1% hits; AID 1460; note: % is set by controls: 0 for no effect and ±100 for the full control effect; nearly all actives have a fitted effect of over 55% in size
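Aggregation was driven by heparin (20 uM final) acting on recombinant tau […] bearing P301L in 100 mM sodium acetate pH 7; fibrils were detected with Thioflavin T.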
HTT ATP protect: cytoprotection in Huntington HTT-Q103 PC12 cell model; PC12 HTT-Q103 induced, cytoprotection, ATP luminescence, 40 h; Potency, µM (highest dose often 56.4 µM), for inactives: cytoprotection (ATP increase), most hits filed as activators; 230,000 compounds, 0.14% hits; AID 1471;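 note: % of control where 0% means no effect; nearly all actives have a fitted effect of over 45% in size; toxic huntingtin expression switched on by the ecdysone agonist tebufenozide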
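PC12 cells stably carrying ecdysone-inducible Htt exon 1 (Q103)–GFP were induced with 100 nM tebufenozide (final) alongside library compounds in a dose series. Cytoprotection was scored as retained ATP by ATPlite luminescence.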
aGal spleen mod: inhibits or activates alpha-galactosidase in human spleen homogenate. Potency, µM (doses to about 80 µM), without a hit: top-dose activity change, negative = inhibition, usual class: inhibitors. 240,000 compounds, 0.008% hits. human spleen homogenate, 4MU-alpha-Gal fluorescence, 40 min. AID 2107;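 note: 0% = enzyme with vehicle and -100% = no enzyme basal signal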
Target sequence (P06280 32-429 limits assumed): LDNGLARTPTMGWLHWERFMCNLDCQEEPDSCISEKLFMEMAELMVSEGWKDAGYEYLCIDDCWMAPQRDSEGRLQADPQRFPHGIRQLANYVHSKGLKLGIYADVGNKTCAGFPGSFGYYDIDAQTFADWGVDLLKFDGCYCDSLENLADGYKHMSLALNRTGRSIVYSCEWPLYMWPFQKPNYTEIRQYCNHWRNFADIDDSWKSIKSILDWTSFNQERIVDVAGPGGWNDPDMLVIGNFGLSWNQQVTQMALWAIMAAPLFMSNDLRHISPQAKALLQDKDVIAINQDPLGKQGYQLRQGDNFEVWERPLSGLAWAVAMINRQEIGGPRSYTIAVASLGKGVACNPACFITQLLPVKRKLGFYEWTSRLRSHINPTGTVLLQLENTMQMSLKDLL
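qHTS titration in buffer at pH 5.0. Alpha-galactosidase activity in spleen homogenate was measured via 4-methylumbelliferone release from 1 mM fluorogenic substrate after 40 min at 37C and a pH 10 stop. AC50 came from Hill fits of control-normalized data.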
* hit, by the source's call; ? = inconclusive; / = no result given; & = joins results of further samples; [ ] = dose if it differs, or a comment. Calls come from the whole dose curve; as a rule, active = well fitted curve in the direction sought with a large enough effect; inconclusive = small, poorly fitted or top-dose-only effect, or another doubt; inactive = no such curve, though single readings can be large; an effect the other way counts as inactive or inconclusive. Potency is the fitted concentration of half-maximal effect.

SMILES	aGlu spleen mod	Tau fibril FP	Tau fluor counter	GAA glycogen	GAA inhib	Tau ThT inhib	HTT ATP protect	aGal spleen mod
CCOc1ccc(NC(=O)Nc2ccc3nsnc3c2)cc1	0%	16%	13µM*[quencher]	14%	13%	14µM*	-20%	-22%
CCOC(=O)CNC(=O)c1cc(-c2ccccn2)nc2c(C)c(Cl)ccc12	-14%	7%	-12%	-10%	9%	-12%	13%[10 µM]	2%
COc1ccc(NC(=S)NNC(=O)C(C)n2nc(C)c([N+](=O)[O-])c2C)cc1 (configuration not stated)	5%	4%	-2%	?	-3%	-10%	15%	-3%
O=C(NNC1=NC2(CCCC2)Cc2ccccc21)c1cccnc1	3%	-1%	1%	14%	?	6%	11%[10 µM]	0%
COc1ccccc1C(=O)Nc1ccccc1OCc1cc(=O)n2c(C)csc2n1	/	-7%	-25%	-3%[76.3 µM]	/	-5%	/	/
COc1cc(OC)cc(-n2nnnc2SCC(=O)NCc2cccs2)c1	-3%	-3%	-1%	4%	6%	0%	/	1%
COc1cccc(N(C(=O)Cn2nnc(-c3ccc(C)cc3)n2)C(C(=O)NC(C)(C)C)c2c[nH]c3ccccc23)c1 (configuration not stated)	-1%	-12%	-20%	-14%	?	-3%	-79%[inhibitor]	6%
CCNS(=O)(=O)c1ccc(Br)c(OC)c1	-10%	-8%	-11%	8%	5%	-5%	7%	4%
S=c1[nH]nc(-c2ccco2)n1-c1ccccc1Cl	-15%	2%	-9%	-21%	14%	-8%	?	-4%
O=C(C1CCC1)N1CCc2cc(S(=O)(=O)NCCc3ccccc3)ccc21	/	3%	-17%	-13%[76.3 µM]	/	-8%	/	/
COc1ccc(CCNC(=O)CN2CCN(S(=O)(=O)c3ccc(Cl)cc3)CC2)cc1OC	-14%	-2%	-7%	-6%	-12%	-5%	10%	-9%
O=S(=O)(c1cccs1)N1CCN(S(=O)(=O)c2cccs2)CC1	9%	-2%	-1%	-12%	?	-2%	-16%[10 µM]	5%
CCOC(=O)C(=CNc1nc2ccc(C(=O)OCC)cc2s1)C(=O)OCC	0%	-3%	0%	8%	/	-7%	-2%[10 µM]	3%
COCCn1c(C)cc(/C=C2/NC(=O)N(Cc3ccc(C)cc3)C2=O)c1C	-3%	3%	-26%	1%	/	-17%	7%[10 µM]	14%
COCCNC(=O)Cn1ncc2c(C)n(Cc3ccc(C)cc3)c(C)c2c1=O	/	2%	1%	11%[76.3 µM]	/	?	/	/

Of the compounds above, two contain two or more sulfur atoms:
SMILES	aGlu spleen mod	Tau fibril FP	Tau fluor counter	GAA glycogen	GAA inhib	Tau ThT inhib	HTT ATP protect	aGal spleen mod
COc1cc(OC)cc(-n2nnnc2SCC(=O)NCc2cccs2)c1	-3%	-3%	-1%	4%	6%	0%	/	1%
O=S(=O)(c1cccs1)N1CCN(S(=O)(=O)c2cccs2)CC1	9%	-2%	-1%	-12%	?	-2%	-16%[10 µM]	5%

Going on with the list.
SMILES	aGlu spleen mod	Tau fibril FP	Tau fluor counter	GAA glycogen	GAA inhib	Tau ThT inhib	HTT ATP protect	aGal spleen mod
Cc1ccc(NC(c2nnc(-c3ccccc3)o2)c2ccccc2F)c(Cl)c1 (configuration not stated)	/	-6%	-12%	12%[76.3 µM]	/	-5%	/	/
O=C(NCc1ccc2c(c1)OCO2)c1cc2ccccc2o1	-3%	3%	-7%	6%	-1%	3%	1%	3%
O=C(c1ccco1)N1N=C(C2CCCCC2)CC1(O)C(F)(F)F (configuration not stated)	6%	4%[2.34 µM]	6%[2.34 µM]	-3%	12%	-2%	-44%[10 µM]	-6%
CNC(=O)Nc1ccccc1NC(=O)NC	-2%	8%	11%	-8%	-2%	5%	16%	-3%
C/C=C(\C)C(=O)NCCN1C2=NC[C@H](C(C)C)N2C[C@H]1Cc1ccc(O)cc1	3%	5%	2%	-2%	/	-8%	29%[10 µM]	1%
O=C(CSc1nnc(-c2ccncc2)n1CC1CCCO1)Nc1cccc(O)c1 (configuration not stated)	11%	11%	8%	8%	-11%	3%	-32%	12%
Cc1ccc(NC2CCCCC2NS(=O)(=O)c2ccc(Cl)cc2)cc1 (configuration not stated)	-3%	13%	-26%	5%	-1%	-3%	-15%[10 µM]	-3%
COc1cccc(C2CC(=O)Nc3c2c(=O)n(C)c2nc4ccccc4n32)c1 (configuration not stated)	/	5%	4%	9%[76.3 µM]	/	9%	/	/
CN1CCN(CC(=O)NN(Cc2ccccc2)c2ccccc2)CC1	-4%	9%	1%	9%	/	/	19%[10 µM]	-6%
CC(C)(CO)Cc1cc(C(C)(C)C)c(O)c(C(C)(C)C)c1	-19%&-6%	-4%&2%	-11%&-13%	/	/	-4%&-7%	-9%	5%&9%
Cn1c(SCC(=O)Nc2ccc(F)cc2F)nnc1-c1cccnc1	9%	-1%	-2%	9%	?	-3%	4%[10 µM]	8%
O=C(O)CCC(=O)Nc1cccc(-c2csc(-c3ccccc3)n2)c1	-3%	6%	8%	6%	-1%	9%	-2%[10 µM]	-6%
Cc1ccc(NC(=O)/C(C#N)=C\c2ccc(-c3ccc(Cl)cc3)o2)c(C)c1	/	-2%	-2%	7%[76.3 µM]	/	?	/	/
CCOc1ccc(S(=O)(=O)N(CC(=O)Nc2ccc3c(c2)OCO3)c2ccccc2)cc1	/	-1%	?	10%[76.3 µM]	/	?	/	/
Cc1cc[n+](-c2[nH]c(=O)sc2/C=N/N=C(\[O-])c2ccccc2)cc1	8%	0%	-9%	-1%	-3%[15.4 µM]	-17%	-20%[10 µM]	-2%

Part of the list above in order of count of non-hydrogen atoms, largest number first.
SMILES	aGlu spleen mod	Tau fibril FP	Tau fluor counter	GAA glycogen	GAA inhib	Tau ThT inhib	HTT ATP protect	aGal spleen mod
CN1CCN(CC(=O)NN(Cc2ccccc2)c2ccccc2)CC1	-4%	9%	1%	9%	/	/	19%[10 µM]	-6%
O=C(NCc1ccc2c(c1)OCO2)c1cc2ccccc2o1	-3%	3%	-7%	6%	-1%	3%	1%	3%
CNC(=O)Nc1ccccc1NC(=O)NC	-2%	8%	11%	-8%	-2%	5%	16%	-3%

(next part)
SMILES	aGlu spleen mod	Tau fibril FP	Tau fluor counter	GAA glycogen	GAA inhib	Tau ThT inhib	HTT ATP protect	aGal spleen mod
COc1cccc(-c2ccc(SCc3ccccn3)nn2)c1	5%	9%	5%	21%	-3%	-17%	/	-1%
O=C(Nc1nnc(C2CCCC2)s1)C1CCN(S(=O)(=O)c2ccc(Cl)cc2)CC1	-3%	0%	-1%	5%	3%	-3%	2%[10 µM]	2%
O=C(O)c1ccc(Br)cn1	6%	-2%	-1%	4%	6%	-9%	-10%	4%
CC(=O)C(Sc1nc(-c2ccc(F)cc2)nc2c1c(=O)n(C)c(=O)n2C)C(C)=O	3%	-5%	5%	12%	/	-1%	-8%	-2%
COc1cc(/C=C2\SC(c3ccc(C)cc3)=NC2=O)cc(OC)c1O	8%	?	?	-12%	-6%	5µM*	9%[10 µM]	-4%
CCN(CC)c1cc(C(F)(F)F)nc(-c2ccccn2)n1	-1%	3%	-4%	9%	5%	-4%	5%	8%
Cc1ccccc1OCC1CNC(=O)O1 (configuration not stated)	-8%	-3%	0%	10%	10%	-2%	-22%[10 µM]	-2%
CCC(C)NCCOCCOc1ccc(Br)cc1C (configuration not stated)	1%	-2%	-16%	3%	-5%	-11%	?	6%
O=C(Nc1ccccc1Sc1ccccc1)c1ccc(F)cc1	-12%	-13%	-12%	14%	-12%	-3%	20%[10 µM]	?
CC1(C)CC(=O)C=C(NCc2cccc(C(F)(F)F)c2)C1	2%	-1%	2%	-1%	/	5%	6%[10 µM]	5%
CN(C)c1ccc(C=C2C(=O)OC(C)(C)OC2=O)cc1	11%	9%	3%	-1%	5%	-6%	-26%	13%
COc1ccc(NC(=O)c2c(NC(=O)c3cccc(C)c3)sc3c2CCCC3)cc1	/	-8%	-14%	-3%[76.3 µM]	/	-1%	/	/
CCc1cc(C(=O)N2CCN(c3ccccc3)CC2)no1	/	6%	-1%	5%[76.3 µM]	/	-4%	/	/
O=C(Nn1cnnc1)c1ccccc1-c1ccccc1	3%	1%	4%	5%	-8%	3%	19%[10 µM]	2%
O=C(NCCCN1CCCC1=O)c1cccc(N2CCCC2=O)c1	15%	6%	-1%	13%	-4%	-8%	-28%	8%
Cc1cc(C)cc(NC(=O)CSc2nc(-c3ccccc3)c3cc(F)ccc3n2)c1	/	-1%	0%	22%[76.3 µM]	/	8%	/	/
CCN(C(=O)NCc1noc2ccccc12)c1cc(C)ccc1C	/	3%	-1%	12%[76.3 µM]	/	1%	/	/
CC(CN1CCCCC1)OC(=O)c1ccccc1Cl (configuration not stated)	-5%	3%	2%	6%	-1%	14%	-13%	1%
Cc1ccc(-c2nnc(SCC(=O)NC3CCS(=O)(=O)C3)nc2-c2ccc(C)cc2)cc1 (configuration not stated)	3%	-9%	-14%	1%	3%	-11%	/	-2%
Cc1c(Nc2nc(-c3cccc([N+](=O)[O-])c3)cs2)c(=O)n(-c2ccccc2)n1C	-22%	2%	-10%	?	6%	-14%	0%[10 µM]	1%
COc1ccc(/C=C/C(=O)CCC(=O)O)cc1	-1%	-4%	0%	-2%	6%	-12%	15%	4%
CCOc1ccc(NC(=O)CN2CCN(CC(=O)Nc3ccc(F)c(F)c3)CC2)cc1	1%	2%	-4%	1%	-9%	-7%	15%	5%
COc1ccc(/C=C(\C#N)C(=O)Nc2cc(S(=O)(=O)N3CCCCC3)ccc2N2CCCCC2)cc1	9%	-9%	4%	-8%	2%	12%	6%[10 µM]	3%
O=C(O)c1ccc(B(O)O)cc1	-3%	2%	0%	/	/	1%	-26%	-6%
Cc1ccc(C2CC(c3cccs3)=NN2C(=O)c2ccc(Br)o2)cc1 (configuration not stated)	7%	-2%	-6%	?	-10%	0%	-83%[inhibitor][10 µM]	9%
Cc1cc(C(=O)OCC(=O)Nc2ccccc2[N+](=O)[O-])c2ccccc2n1	-2%	7%	-9%	8%	3%	-11%	/	-10%
O=C(c1cc(=O)c2ccccc2o1)N1CCCc2ccccc21	1%	-2%	-11%	6%	-2%	-9%	0%	6%
C/C(CCN1CCc2nc(-c3ccccc3)c(-c3ccccc3)cc2C1)=N\O[C@H](C)c1cn([C@H](CO)Cc2ccccc2)nn1	-2%	6%	-13%	1%	?	?	/	5%
